Screening results as filed in PubChem.
BLM helicase inh = qHTS Assay for Inhibitors of Bloom's syndrome helicase (BLM); RecQ-like DNA helicase BLM (Homo sapiens), P54132; Potency, µM (highest dose often 56.1 µM), for inactives: top-dose activity change, negative = inhibition, actives largely listed as inhibitors; recombinant BLM DNA unwinding, fluorescence dequenching; 350,000 tested, 0.2% active;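 note: potency is the fitted concentration of half-maximal effect; plate controls were vehicle for no effect and no enzyme for full effect; nearly all actives have a fitted effect of over 35% in size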
ALOX12 inh = Primary qHTS assay for inhibitors of human arachidonate 12S-lipoxygenase (ALOX12): Round 2. purified 12hLO, xylenol orange hydroperoxide absorbance. AID 1671190, 2021. Potency, µM (top dose mostly 108 µM), for the others: at the highest dose activity change, negative = inhibition, usual class: inhibitors. Polyunsaturated fatty acid lipoxygenase ALOX12 (Homo sapiens), P18054. 580,000 tested, 1.1% active; note: potency is the fitted concentration of half-maximal effect; % is set by controls: 0 for no effect and ±100 for the full control effect
Target sequence (P18054 whole entry, looked up): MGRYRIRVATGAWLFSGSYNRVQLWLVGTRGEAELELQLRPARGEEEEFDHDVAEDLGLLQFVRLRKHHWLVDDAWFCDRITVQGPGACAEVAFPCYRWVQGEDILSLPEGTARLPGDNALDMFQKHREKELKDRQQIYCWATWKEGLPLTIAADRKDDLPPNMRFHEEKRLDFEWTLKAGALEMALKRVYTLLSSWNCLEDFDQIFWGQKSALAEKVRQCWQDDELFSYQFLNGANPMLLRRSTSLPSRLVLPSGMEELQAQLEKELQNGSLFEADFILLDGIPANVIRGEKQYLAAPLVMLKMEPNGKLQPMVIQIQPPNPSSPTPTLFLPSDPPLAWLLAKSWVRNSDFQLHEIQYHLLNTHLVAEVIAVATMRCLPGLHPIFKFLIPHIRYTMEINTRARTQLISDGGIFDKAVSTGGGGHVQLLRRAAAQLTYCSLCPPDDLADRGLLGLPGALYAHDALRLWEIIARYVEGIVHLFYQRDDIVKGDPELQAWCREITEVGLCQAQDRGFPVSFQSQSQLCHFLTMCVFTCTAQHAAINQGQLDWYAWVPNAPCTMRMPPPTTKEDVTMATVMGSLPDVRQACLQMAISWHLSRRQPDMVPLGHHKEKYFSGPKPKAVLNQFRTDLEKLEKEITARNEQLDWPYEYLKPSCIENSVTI
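Purified human 12hLO (150 nM final) in 25 mM Hepes, 0.01% Triton X-100, pH 7.0 was preincubated 15 min at room temperature with compound. Then 40 uM arachidonic acid was added, 30 min. Hydroperoxide was read by Fe-XO absorbance ratio 573/405 nm.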
POLK inh = qHTS for Inhibitors of Polymerase Kappa. 400,000 tested, 0.53% active. purified Pol kappa, fluorescent DNA synthesis assay, 10 min. Potency, µM (highest dose often 107 µM), without a hit: at the highest dose activity, negative = inhibition, actives largely listed as inhibitors; note: potency is the fitted concentration of half-maximal effect; % is set by controls: 0 for no effect and ±100 for the full control effect
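Readout: fluorescence, taken kinetically at 0 and 10 min. Conditions: 10 nM Pol kappa, 15 min RT compound preincubation, 50 nM substrate final. Controls: enzyme-free buffer wells.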
APEX1 inh = qHTS Assay for Inhibitors of the Human Apurinic/apyrimidinic Endonuclease 1 (APE1). recombinant APE1, TAMRA/BHQ-2 abasic DNA cleavage fluorescence. Potency, µM (doses to about 65.8 µM), for the others: at the highest dose activity change, negative = inhibition, most hits filed as inhibitors. 350,000 tested, 0.35% active. AID 2517, 2012;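 note: potency is the fitted concentration of half-maximal effect; plate controls were vehicle for no effect and reference inhibitor for full effect; nearly all actives have a fitted effect of over 55% in size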
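APE1 at 0.75 nM preincubated 15 min at room temperature with compound. Reaction then started with 50 nM double-stranded THF-abasic substrate labelled with TAMRA/BHQ-2, and 525/598 nm fluorescence read kinetically. Activity taken as third-minus-first read difference, normalized to DMSO and NSC13755 controls.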
POLI inh = qHTS for Inhibitors of Polymerase Iota | 390,000 tested, 1% active | AID 588590, 2011 | DNA polymerase iota (Homo sapiens), Q9UNA4 | Pol iota fluorescent replication assay, 10 min | Potency, µM (titrated, usually from 115 µM), without a hit: at the top dose activity, negative = inhibition, usual class: inhibitors; note: potency is the fitted concentration of half-maximal effect
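Fluorescent replication assay read twice, at 0 min and 10 min after adding 50 nM (final) substrate. Enzyme (10 nM) and compounds were first incubated 15 min at room temperature; enzyme-free buffer wells were negative controls.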
Apoferritin bind = qHTS Assay for Identification of Novel General Anesthetics | Potency, µM (titrated, usually from 77.5 µM), for inactives: at the top dose activity change, negative = displacement, most hits filed as inhibitors | 350,000 tested, 0.074% active | apoferritin/1-aminoanthracene competitive binding, fluorescence | AID 485281, 2010 | Ferritin light chain (Equus caballus), P02791; note: potency is the fitted concentration of half-maximal effect; % is set by controls: 0 for no effect and ±100 for the full control effect; nearly all actives have a fitted effect of over 20% in size
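In PBS, apoferritin at 10 uM is loaded with 1-AMA from a 50% saturated solution. After 10 min of compound exposure at ambient temperature, reduced 535 nm fluorescence indicates probe displacement.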
TRHR ag = qHTS for Small Molecule Agonists and Allosteric Enhancers of Human TRH Receptor: Primary Screen for Agonists; AID 493084, 2011; 360,000 tested, 0.18% active; activation, % at 2 µM; TRHR cells, calcium flux fluo-8, FDSS agonist mode; in the data active = activation above about 30%; note: 0% is about no effect
Target sequence (P34981 whole entry, looked up): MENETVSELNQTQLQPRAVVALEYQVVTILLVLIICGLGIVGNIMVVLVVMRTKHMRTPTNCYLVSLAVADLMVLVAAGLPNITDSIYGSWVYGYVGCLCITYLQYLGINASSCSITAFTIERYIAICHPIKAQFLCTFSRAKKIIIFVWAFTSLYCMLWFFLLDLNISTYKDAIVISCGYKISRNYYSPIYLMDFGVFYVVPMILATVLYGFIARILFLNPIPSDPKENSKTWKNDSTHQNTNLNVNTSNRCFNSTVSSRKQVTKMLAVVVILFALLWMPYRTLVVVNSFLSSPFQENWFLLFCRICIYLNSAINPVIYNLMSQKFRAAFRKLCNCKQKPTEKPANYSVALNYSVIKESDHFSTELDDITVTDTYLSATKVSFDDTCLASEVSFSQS
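In this calcium-flux screen, cells bearing human TRHR are dye-loaded with fluo-8, baselined for 10 cycles, then exposed to library compounds; positive kinetic calcium responses during the agonist phase mark hits, with TRH as control.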
Pol beta inh = qHTS Assay for Inhibitors of DNA Polymerase Beta; Potency, µM (series often up to 114 µM), for the others: at the top dose activity change, negative = inhibition, hits mostly inhibitors; P06746; 340,000 tested, 1.3% active; Pol beta primer extension/strand displacement, fluorescence kinetic; note: potency is the fitted concentration of half-maximal effect; % is set by controls: 0 for no effect and ±100 for the full control effect
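Kinetic readout of DNA synthesis with strand displacement by Pol beta. Compound and 10 nM enzyme sit 15 min at room temperature; 50 nM substrate starts the reaction, read immediately and at 10 min.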
ERG-DNA inh = qHTS for Small Molecule Inhibitors of the ERG Ets/DNA interaction; Transcriptional regulator ERG (Homo sapiens), P11308; fluorescence polarization, His-ERG Ets domain / labelled DNA; Potency, µM (doses to about 76.9 µM), for inactives: top-dose FP activity, negative = inhibition, most hits filed as inhibitors; 370,000 tested, 0.028% active; AID 624246, 2012; active = well fitted inhibition curve with a large enough effect in the polarisation, with a control signal flat; inconclusive = small, poorly fitted or top-dose-only effect, or effect the other way, or a change in a side signal; inactive = no such curve, though single readings can be large or run the other way; the % refers to the polarisation;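 note: polarization taken with two DNA probes labelled with fluorescein and Texas red; potency is the fitted concentration of half-maximal effect; % of control where 0% means no effect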
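His-tagged ERG Ets domain (1 uM in the protein solution; 300mM KCl, 50mM Tris-HCl, 1mM EDTA, 1mM DTT, pH 7.5) received compound, then a probe mix of 5 nM fluorescein-DNA and 100nM Texas-615-DNA. Fluorescence polarization was read for both dyes.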
An asterisk follows results filed as active; ? = inconclusive; . = not tested or not shown; [ ] = dose if it differs, or a comment. Unless noted, calls come from the whole dose curve; as a rule, active = well fitted curve in the direction sought with a large enough effect; inconclusive = small, poorly fitted or top-dose-only effect, or another doubt; inactive = no such curve, though single readings can be large; an effect the other way counts as inactive or inconclusive. These rows are one share of the data. The share of hits here may be higher or lower than overall.

SMILES	BLM helicase inh	ALOX12 inh	POLK inh	APEX1 inh	POLI inh	Apoferritin bind	TRHR ag	Pol beta inh	ERG-DNA inh
COc1cccc(N2CCN(c3ccc4nnc(CCC(=O)Nc5ccc(C)cn5)n4n3)CC2)c1	-2.4%	.	-8.1%	17.4%	?	-9.9%	0.0	0.5%	9.8%
COc1ccc(C(=O)N2CCC[C@@]3(CCN(Cc4ccccc4OC)C3)C2)cc1	-6.5%	0.2%[57.4 µM]	6.7%[60.1 µM]	-0.4%	.	.	.	.	.
CCn1cnc2c1c(=O)n(CC(=O)NCC(C)C)c(=O)n2Cc1ccccc1	-2.6%	26.8%	14.9%	2.3%	0.0%	-3.7%	-0.5	18.8%	-18.7%
Cc1ccc(CN2CC(C(=O)Nc3cc(S(C)(=O)=O)ccc3Cl)CC2=O)cc1 (stereo not drawn)	-7.4%	?	-16.7%	14.1%	-9.8%	-7.2%	-0.3	14.1µM*	-3.1%
O=C(C1=C(O)C(=O)N(c2ncccn2)C1c1ccc(Cl)c(Cl)c1)c1ccco1 (stereo not drawn)	-8.4%	2µM*	-14.4%	-0.2%	?	-5.1%	0.7	0.9%	.
CN(Cc1ccccc1)C(=O)c1ccc(NC(=O)Cc2ccc(NC(=O)C3CCCN(C(=O)C4CCCC4)C3)cc2)cc1 (stereo not drawn)	.	-4.6%	-12.9%	.	-7.1%	.	.	.	6.7%
CCCn1c2c(c(=N)c3c1CCC3)CCCC2	-7.1%	?	-12.5%	-8.3%	0.3%	-11.0%	0.5	36.1%	-4.5%
Cc1oc2c(CN3CCCC3)c(O)ccc2c(=O)c1-c1ccccc1	-3.2%	26.3%	3.0%	-1.2%	-14.4%	39.6%[activator]	0.2	-2.9%	-16.1%
Cc1oc2c(c1C(=O)c1ccc(Cl)cc1)C(=O)C(=O)c1ccccc1-2	-7.6%	?	-7.7%	9.1%	51.7%[activator]	-14.6%	-0.6	32.2%	-5.6%
CC12CCC(C(=O)N3CCN(c4ccccc4)CC3)(CC1=O)C2(C)C (stereo not drawn)	-2.0%	0.0%	-0.5%	1.3%	6.4%	-16.9%	0.2	4.5%	0.5%
COCCCNC(=O)C1CCN(S(=O)(=O)c2ccc3nc4c(c(C(=O)O)c3c2)CCCCC4)CC1	-0.7%	-4.8%	6.6%	27.8%	3.4%	-5.2%	0.0	-1.3%	-12.9%
O=C(c1ccc(CSc2nc3ccncc3n2Cc2ccccc2F)cc1)N1CCCCCC1	-2.6%	-10.8%	-0.7%	.	-11.0%	-7.4%	0.2	2.9%	0.4%
CCOC(=O)c1cccc(NC(=O)CCOc2ccccc2)c1	-14.9%	-1.0%	-19.5%	-4.6%	71.2%[activator]	-13.8%	-0.6	?	4.6%
CC1CCN(C(=O)COc2ccc(Nc3ccccc3)cc2)CC1	-1.9%	-14.0%	-9.8%	-4.7%	159.7%[activator]	?	-0.2	-5.5%	-14.5%
Oc1ccc(N=Nc2cccc(Cl)c2)cc1C=Nc1ccc(N2CCOCC2)cc1	0.7%	-22.4%	-2.8%	2.4%	159.2%[activator]	6.5%	0.0	9.0%	9.2%
COc1ccccc1CNC(=O)COc1ccccc1OC	-0.8%	0.0%	4.0%	0.6%	21.6%	-9.3%	-0.1	-5.9%	-2.5%
COc1ccccc1NS(=O)(=O)c1c(C)nc2sccn2c1=O	0.6%	?	-11.3%	4.2%	-16.9%	-14.1%	0.1	5.0%	19.1%
Fc1ccccc1SCc1nnc(-c2ccccc2Br)o1	-8.1%	-3.2%	-8.1%	-2.3%	78.8%[activator]	?	-0.6	1.8%	12.6%
CC(=O)NC(C)CCc1ccccc1 (stereo not drawn)	-5.1%	0.0%	0.5%	-7.1%	?	5.5%	0.6	5.6%	6.2%
O=C(/C=C/c1ccco1)N(Cc1ccccc1F)C1CCS(=O)(=O)C1 (stereo not drawn)	-6.4%	-12.0%	-22.2%	30.7%	50.1µM*	126.7%[activator]	-0.2	?	0.6%
Cc1csc2c(=O)[nH]cnc12	-7.8%	-19.8%	2.9%	-4.4%	32.1%[activator]	0.7%	0.4	-5.4%	-6.8%
O=C(CCN=C1NS(=O)(=O)c2ccccc21)OCc1ccccc1	.	4.9%	-1.5%	41.2%	20.7%	.	0.4	.	?
CCOc1ccccc1OCC(=O)OCC(=O)c1c(N)n(CC(C)C)c(=O)n(C)c1=O	.	-4.1%	7.2%	-3.8%	4.9%	.	0.5	.	8.7%
COc1ccc(CNC(=O)COC(=O)CCOc2ccccc2)cc1	-0.4%	-4.0%	-12.6%	-1.9%	-7.8%	-6.9%	-0.1	20.1%	?
CC(C)NC(=S)N/N=C1\CCCCc2ccccc21	-4.9%	39.8µM*	-4.8%	-0.4%	?	-9.0%	-0.5	13.6%	-16.4%
(listing goes on)
SMILES	BLM helicase inh	ALOX12 inh	POLK inh	APEX1 inh	POLI inh	Apoferritin bind	TRHR ag	Pol beta inh	ERG-DNA inh
O=C(CCNS(=O)(=O)c1ccc(Cl)cc1)NCc1ccccn1	-4.1%	6.9%	-22.3%	-1.0%	21.8%	-6.1%	-0.9	8.0%	5.7%
Cc1ccc(NC(=O)CSc2nnc(-c3ccccn3)n2C)cc1	-6.1%	-0.6%	-5.2%	5.8%	12.2%	-5.0%	0.3	-19.7%	-5.2%
COc1ccc(C2=NN(C(=O)c3ccccc3)C(c3ccc(OC)c(OC)c3)C2)c(OC(C)=O)c1 (stereo not drawn)	-8.4%	89.5%[activator]	.	13.1%	.	-18.4%	-1.7	-0.8%	.
CSc1nc2ccc(S(N)(=O)=O)cc2s1	-2.4%	1.0%	-7.8%	2.0%	0.3%	-2.9%	-0.1	0.5%	-6.7%
C=CC[C@@H](CC(=O)NCCO)C(=O)N[C@H](COC(=O)[C@@H](CC=C)Cc1ccc(F)cc1)Cc1c[nH]c2ccccc12	.	-2.7%	-7.2%	-9.3%	29.4%	.	.	.	-8.9%
COc1cccc(C(=O)OCC(=O)NC23CC4CC(CC(C4)C2)C3)c1	.	-2.6%	-5.0%	10.5%	56.7%[activator]	.	.	.	-10.6%
O=C(NCC(c1cccnc1)N1CCN(c2ccc(F)cc2)CC1)c1ccccc1 (stereo not drawn)	-0.9%	149.7%[activator]	-2.0%	-1.0%	5.1%	-9.8%	-0.6	0.2%	-7.1%
C/C=C/C(=O)Nc1cccc(C2=NOC3(C2)C[C@@H](C(N)=O)N(C(=O)/C(C)=C/C)C3)c1 (stereo partly drawn)	0.3%	-2.2%	0.4%	2.7%	18.4%	2.7%	-0.5	-0.6%	14.6%
CCOc1ccc(-n2c(SCc3nc(-c4cccs4)no3)nnc2-c2ccncc2)cc1	-9.7%	-17.1%	-2.7%	-2.9%	2.8%	-12.0%	0.7	-7.5%	.
CCOc1ccc(NS(=O)(=O)c2c(C)nc3sccn3c2=O)cc1	0.3%	10.8%	2.8%	-3.7%	-8.4%	-21.1%	0.8	68.5%	-8.3%
Cc1cnc(C(=O)OCC(=O)Nc2oc(-c3ccccc3)c(-c3ccccc3)c2C#N)cn1	-9.8%	?	-3.1%	-6.3%	-8.1%	-24.0%	-0.1	10.2%	-10.0%
CCN(CC)C(=O)CSc1nnc2[nH]c(=O)cc(C)n12	2.1%	?	-7.8%[60.1 µM]	.	8.7%	6.8%	0.6	8.9%	3.4%
COc1ccc(/C=C2\CC/C(=C\c3ccc(OC)cc3OC)C2=O)c(OC)c1	-2.6%	-21.8%	-4.6%	0.2%	26.6%	-10.4%	34.1*	4.4%	4.8%
Cc1onc(-c2ccccc2Cl)c1C(=O)Nc1nnc(C(C)C)s1	0.7%	-1.3%	-17.4%	-2.9%	6.1%	-0.4%	0.6	15.4%	5.7%
COc1ccc(NC(=O)CCC(=O)N2CCCC2)c([N+](=O)[O-])c1	-1.9%	2.0%	-1.1%	41.0%	18.4%	-10.3%	-0.6	1.6%	11.4%
COc1ccc(NC(=O)Nc2ccc3c(c2)N(C)C(=O)CS3)cc1OC	-24.8%	12.9%	-27.1%	0.9%	21.0%	-3.7%	0.0	6.4%	0.4%
CC(C)NC(=O)COC(=O)C1CSC2(c3ccc(Br)cc3)CCC(=O)N12 (stereo not drawn)	-0.2%	2.1%	-12.3%	-2.0%	72.4%[activator]	1.2%	-0.3	3.2%	-4.9%
O=[N+]([O-])c1ccccc1S(=O)(=O)NCCC1=CCCCC1	-1.2%	-9.9%	-26.0%	-2.9%	10.8%	10µM*	-2.2	2.7%	-1.0%

4 entries already listed, ordered by the value under Apoferritin bind, highest first:
Molecule	Apoferritin bind
CC(C)NC(=O)COC(=O)C1CSC2(c3ccc(Br)cc3)CCC(=O)N12 (stereo not drawn)	1.2%
CSc1nc2ccc(S(N)(=O)=O)cc2s1	-2.9%
Cc1ccc(NC(=O)CSc2nnc(-c3ccccn3)n2C)cc1	-5.0%
COc1ccc(/C=C2\CC/C(=C\c3ccc(OC)cc3OC)C2=O)c(OC)c1	-10.4%
